Screens deposited in PubChem by National Center for Advancing Translational Sciences (NCATS).
EPAC2 ag = qHTS for Agonist of cAMP-regulated guanine nucleotide exchange factor 4 (EPAC2): primary screen. EPAC2 activation, biochemical qHTS; response scale: 100% = 6.5 mM cAMP response. Potency, µM (highest dose often 154 µM), for the others: top-dose activation, most hits filed as activators. 0.079% of 360,000 active; note: potency is the fitted concentration of half-maximal effect; nearly all actives have a fitted effect of over 50% in size
Target sequence (Q8WZA2 whole entry, looked up): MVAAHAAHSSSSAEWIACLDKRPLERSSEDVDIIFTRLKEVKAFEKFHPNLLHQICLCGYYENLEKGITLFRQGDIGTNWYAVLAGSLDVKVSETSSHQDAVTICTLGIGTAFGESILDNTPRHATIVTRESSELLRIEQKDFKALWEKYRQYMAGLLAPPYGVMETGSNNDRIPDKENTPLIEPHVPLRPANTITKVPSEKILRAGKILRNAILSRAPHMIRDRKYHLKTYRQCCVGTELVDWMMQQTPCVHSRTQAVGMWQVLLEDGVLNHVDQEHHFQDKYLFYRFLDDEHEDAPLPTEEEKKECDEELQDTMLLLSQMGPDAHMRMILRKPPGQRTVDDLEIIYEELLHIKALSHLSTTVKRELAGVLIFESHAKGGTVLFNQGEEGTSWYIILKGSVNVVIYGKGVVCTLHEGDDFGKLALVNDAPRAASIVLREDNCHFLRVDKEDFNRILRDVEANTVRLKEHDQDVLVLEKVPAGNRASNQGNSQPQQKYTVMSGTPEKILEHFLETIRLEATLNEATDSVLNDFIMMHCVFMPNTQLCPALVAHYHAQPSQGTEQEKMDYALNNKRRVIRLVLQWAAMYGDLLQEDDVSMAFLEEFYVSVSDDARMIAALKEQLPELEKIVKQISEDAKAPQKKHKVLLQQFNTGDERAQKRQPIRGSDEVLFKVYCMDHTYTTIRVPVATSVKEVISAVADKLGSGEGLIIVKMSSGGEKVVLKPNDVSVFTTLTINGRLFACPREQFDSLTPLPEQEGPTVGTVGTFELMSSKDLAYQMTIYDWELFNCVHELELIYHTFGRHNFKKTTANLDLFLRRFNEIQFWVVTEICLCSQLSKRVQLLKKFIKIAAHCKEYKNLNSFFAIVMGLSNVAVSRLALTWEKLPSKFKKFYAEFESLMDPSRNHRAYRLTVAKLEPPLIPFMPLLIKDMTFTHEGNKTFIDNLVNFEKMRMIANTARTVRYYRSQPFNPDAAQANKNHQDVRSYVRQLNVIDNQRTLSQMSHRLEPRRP
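Each well held 100 nM EPAC2, 250 nM RAP1B-BODIPY-GDP and 50 uM GDP. Fluorescence, read at 5-min intervals to 30 min, was referenced to a 6.5 mM cAMP positive control.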
PLK1 PBD inh = qHTS for Inhibitors of PLK1-PDB (polo-like kinase 1 - polo-box domain): Primary Screen; Serine/threonine-protein kinase PLK1 (Homo sapiens), P53350; Plk1 PBD binding of FITC phosphopeptide, fluorescence polarization; Potency, µM, inactives show max response, negative = inhibition, usual class: inhibitors; 2.8% of 360,000 active; AID 720504, 2013; note: potency is the fitted concentration of half-maximal effect; series mostly up to about 57 µM; % is set by controls: 0 for no effect and ±100 for the full control effect; nearly all actives have a fitted effect of over 65% in size
WRN inhibitor = qHTS for Inhibitors of WRN Helicase; 0.46% of 360,000 active; Potency, µM (highest dose often 114 µM), inactives show top-dose activity change, negative = inhibition, most hits filed as inhibitors; AID 651768, 2012; WRN helicase unwinding, fluorescent forked duplex, kinetic; note: potency is the fitted concentration of half-maximal effect; % is set by controls: 0 for no effect and ±100 for the full control effect; nearly all actives have a fitted effect of over 55% in size
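Primary qHTS, 1536-well format. 20 nM WRN + compound, 15 min RT; start with 100 nM forked fluorophore/quencher duplex, 2 mM ATP (final); kinetic read ex 525/em 598 nm.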
EPAC1 antag = qHTS for Antagonist of cAMP-regulated guanine nucleotide exchange factor 3 (EPAC1): primary screen. Rap guanine nucleotide exchange factor 3 (Homo sapiens), O95398. EPAC1 GEF assay, Rap1b-BODIPY-GDP exchange fluorescence. Potency, µM (titrated, usually from 115 µM), for inactives: at the top dose activity change, negative = inhibition, usual class: inhibitors. 0.14% of 360,000 active;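 note: potency is the fitted concentration of half-maximal effect; plate controls were vehicle for no effect and positive control for full effect; nearly all actives have a fitted effect of over 50% in size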
EPAC1 agonist = qHTS for Agonist of cAMP-regulated guanine nucleotide exchange factor 3 (EPAC1): primary screen; 0.073% of 360,000 active; EPAC1 agonist qHTS, biochemical assay; response scale: 100% = response to 6.5 mM cAMP; Potency, µM (titrated, usually from 154 µM), inactives show at the top dose activation, most hits filed as activators; note: potency is the fitted concentration of half-maximal effect; nearly all actives have a fitted effect of over 60% in size
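Fluorescent GDP-exchange assay: 100 nM EPAC1 with 250 nM Rap1B preloaded with BODIPY-GDP and 50 uM GDP; compounds tested as concentration series, 5 min at room temperature, then read every 5 min for 30 min (ex 480/em 540 nm); normalized to 6.5 mM cAMP.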
IL2 activator = qHTS of IL-2 Activators | IL-2 activation reporter assay, cell-based qHTS; stimulated with anti-CD3/CD4/CD28 beads; in transgenic mouse T cells | activation, % (series mostly up to about 46 µM) | 0.065% of 360,000 active | AID 652025, 2013; in the data active = activation above about 50%; inconclusive = mostly about 30% to 49%; note: 0% is about no effect
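Unstimulated transgenic mouse T cells, 750 per well, received compound and, after 60 minutes, anti-CD3/anti-CD4 bead plus anti-CD28 stimulation. EGFP and DsRed were quantified after 18 hours.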
CCT chaperon mod = High-Throughput Screening for Modulators of Cytosolic Chaperonin Activity; purified chaperonin ATPase assay, HTRF ADP detection, 30 min; activity change, % (no concentration beside the values), hits read low; 0.3% of 360,000 active; in the data active = activity change below about -30%; note: % is set by controls: 0 for no effect and ±100 for the full control effect
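Nucleotide hydrolysis assay: TRiC at 20–40 nM final (set by batch activity) with 10 uM ATP, 30 min at 37 °C, in presence of 76 uM compound. Detection by competitive ADP HTRF, 30 min ambient.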
PI5P4K alpha inh = qHTS for Inhibitors of phosphatidylinositol 5-phosphate 4-kinase (PI5P4K); Phosphatidylinositol 5-phosphate 4-kinase type-2 alpha (Homo sapiens), P48426; PI5P4Kalpha enzyme, ADP-Glo luminescence, 60 min; hits give low values; max response, %; 1.2% of 330,000 active; AID 652105, 2013; active = max response of -50% or lower; inconclusive = between -30% and -50%; inactive = -30% or higher; note: value at the top dose of about 77 µM; % is set by controls: 0 for no effect and ±100 for the full control effect
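PI5P4Kalpha ADP-Glo assay; 5 microM ATP final; 60 min RT reaction; HEPES pH 7.4/EGTA/CHAPS, 5% DMSO; controls lacking substrate or enzyme; luminescent end-point.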
* marks the source's active call; other numbers are inactive results; ? = inconclusive; . = no result given; [ ] = dose if it differs, or a comment. Unless noted, calls come from the whole dose curve; as a rule, active = well fitted curve in the direction sought with a large enough effect; inconclusive = small, poorly fitted or top-dose-only effect, or another doubt; inactive = no such curve, though single readings can be large; an effect the other way counts as inactive or inconclusive.

SMILES | EPAC2 ag | PLK1 PBD inh | WRN inhibitor | EPAC1 antag | EPAC1 agonist | IL2 activator | CCT chaperon mod | PI5P4K alpha inh
Cc1cc(C)nc(N2C(=O)CC(C(=O)O)NC2=NCCc2c[nH]c3ccccc23)n1 (centres undefined) | 8% | -8% | -15% | -11% | 0% | -0.2 | 0.5 | 0
Cc1ccc(C)c(NC2CCCCC2NS(=O)(=O)c2ccccc2)c1 (centres undefined) | 17% | -10% | -7% | ? | 2% | -0.3 | -1.8 | 6
O=C(NC1CCCCC1)[C@@H]1CSC2c3ccccc3C(=O)N21 (some centres undefined) | 6% | -5% | 6% | 13% | -3% | -3.4 | -0.7 | -2
CN1CCN(NC(=O)c2ccc(Cl)cc2Cl)CC1 | 7% | -1% | 17% | -3% | -7% | -0.4 | 0.4 | 4
Cc1ccc(S(=O)(=O)CCC(O)c2ccc(Cl)cc2)cc1 (centres undefined) | 17% | -9% | 0% | -6% | -11% | -2.3 | -3.2 | -1
COc1cccc(/C=N/NC(=O)CNC(=O)C(c2ccccc2)c2ccccc2)c1O | -3% | -7% | -5% | -1% | -5% | -0.2 | -0.3 | -10
CCOC(=O)c1c(CC(C)C)csc1NC(=O)CCl | 18% | 3µM* | -8% | -5% | 2% | -0.6 | -1.8 | -28
CCOC(=O)C(C(=O)OCC)C(CC(=O)C1CC1)c1ccccc1 (centres undefined) | -4% | -7% | 4% | -1% | -7% | -1.0 | -3.0 | 8
CC(C(=O)N1CCN(c2ccc(Cl)cc2)CC1)c1ncc(C(F)(F)F)cc1Cl (centres undefined) | 21% | -8% | -9% | -16% | 8% | -1.0 | -3.5 | .
CC(C)NC(=O)c1cnn2c1NC(c1cccs1)CC2C(F)(F)F (centres undefined) | 5% | -11% | -7% | 3% | 2% | -2.4 | -0.4 | 0
COC(=O)CC1c2cc(OC)c(OC)cc2CC(=O)c2cc(OC)c(OC)cc21 (centres undefined) | 2% | -5% | 0% | 5% | 3% | -0.1 | -0.1 | 6
COC(=O)c1cc(NC(=O)c2ccoc2C)cc(C(=O)OC)c1 | -4% | -1% | -1% | -5% | 0% | -0.4 | 0.6 | 0
CCc1ccc2nc3sc(C(=O)O)cc3cc2c1 | 15% | -20% | -14% | 0% | 3% | 5.0 | -0.5 | ?
CCCOc1ccc(NC(=O)C2CCCNC2=O)cc1 (centres undefined) | -9% | -24% | 7% | -10% | -4% | -0.2 | -0.7 | -5
O=C(Nc1ccccc1)N1CCc2scc[n+]2-c2ccccc21 | 3% | -11% | -8% | -7% | 9% | -7.1 | 0.7 | -3
COc1cc(-c2noc(C)c2C#CCO)cc(OC)c1OC | 2% | -16% | 9% | -28% | -6% | -4.4 | -2.9 | 0
COc1ccc(C)cc1-n1c(SCC(=O)Nc2cccc(C(=O)O)c2)nc2ccccc2c1=O | 4% | 1% | -12% | 8% | -5% | -3.4 | -0.4 | -81*
C[C@]12c3[nH]c4cc(-c5ccco5)ccc4c3CCN1C(=O)[C@@H](CC(=O)NCc1ccco1)C[C@@H]2C(=O)N1CCCCC1 | 8% | -12% | -1% | -3% | -3% | -0.7 | -0.7 | -10
CCOC(=O)CN1N=C(c2ccc(Cl)cc2)CCC1=O | 12% | -4% | 0% | -6% | -1% | -4.3 | -4.8 | 3
O=C(CN1CCOCC1)Nc1cccc(S(=O)(=O)N2CCCCCC2)c1 | 6% | -10% | -34% | -14% | 4% | -0.3 | -0.6 | 0
CCCCn1nnnc1C(c1cccc(OC)c1OC)N1CCN(C/C=C/c2ccccc2)CC1 (centres undefined) | 13% | -5% | -9% | -10% | 5% | -0.5 | -1.6 | 0
CC(=O)N1CCC(=NNc2ccc(S(N)(=O)=O)cc2[N+](=O)[O-])CC1 | 5% | -1% | 0% | ? | 8% | 0.5 | 0.0 | 0
CC(=O)N1c2ccc(S(=O)(=O)N3CCC(C(=O)Nc4cccc(Cl)c4)CC3)cc2CC1C (centres undefined) | 5% | 5% | -1% | 10% | -13% | -0.8 | 0.1 | -2
O=C(COC(=O)c1nc(Cl)ccc1Cl)NCc1ccccc1 | 3% | -4% | -30%[57.1 µM] | 0% | 1% | 1.9 | -0.5 | 0

PLK1 PBD inh: what is marked active above.
SMILES | EPAC2 ag | PLK1 PBD inh | WRN inhibitor | EPAC1 antag | IL2 activator | CCT chaperon mod | PI5P4K alpha inh
CCOC(=O)c1c(CC(C)C)csc1NC(=O)CCl | 18% | 3µM* | -8% | -5% | -0.6 | -1.8 | -28

Following part
SMILES | EPAC2 ag | PLK1 PBD inh | WRN inhibitor | EPAC1 antag | EPAC1 agonist | IL2 activator | CCT chaperon mod | PI5P4K alpha inh
CCOC(=O)/C(=C\c1ccc(OC)c(OC)c1)C(=O)c1cccnc1 | 16% | -20% | -33% | -20% | 6% | -5.3 | -2.4 | 1
CCOc1ccc(CN2CCN(C/C=C/c3ccc(OC)cc3)CC2CCO)cc1 (centres undefined) | -4% | -1% | -7%[57.1 µM] | 0% | 2% | -4.4 | -1.2 | 7
O=C(N[C@@H](CCC/[N+]([O-])=C/c1ccccc1)C(=O)O)OCc1ccccc1 | 7% | -6% | -6% | -5% | 24% | 0.2 | 2.2 | 1
S=c1[nH]nc(-c2cccnc2)n1/N=C/c1ccccc1 | 7% | -3% | -9% | 13% | -6% | 0.7 | -5.0 | -11
CCOC(=O)c1c(C)[nH]c(C)c1C(=O)COC(=O)Cc1n[nH]c(=O)c2ccccc12 | 4% | 2% | 0% | -6% | -4% | -0.7 | 1.7 | -17
CCNC(=O)[C@H]1O[C@@H](n2cnc3c(N)nc(NCCc4ccc(CCC(=O)O)cc4)nc32)[C@H](O)[C@@H]1O | 5% | 7% | -5% | 10% | -12% | 1.7 | 1.1 | -1
COC(=O)C1=C(C(=O)OC)SC2(S1)C(C(=O)OC)=C(C(=O)OC)SC1=C2c2cc(C)ccc2NC1(C)C | 11% | 3.4µM* | ? | -4% | -8% | -2.6 | 0.0 | ?
Cc1c(OCC(=O)NCCN2CCOCC2)ccc2c1oc(=O)c1ccccc12 | 5% | -2% | -3% | -7% | 8% | 0.5 | 1.6 | 9
NC(=O)NCC12CC3CC(CC(C3)C1)C2 | 3% | -3% | -2% | 11% | 0% | -0.4 | -1.0 | -3
Cc1ccc(/C=N\NC(=O)c2cc([N+](=O)[O-])cc([N+](=O)[O-])c2)o1 | -1% | -5% | -8% | -9% | -6% | -2.0 | -1.5 | -20
Cc1ccccc1Nc1nc(-c2cccnc2)cs1 | 10% | -7% | -2% | -7% | 12% | -0.1 | -1.2 | -2
CCCCc1ccc(S(N)(=O)=O)cc1 | 5% | 1% | 0% | 3% | -1% | 0.3 | -1.1 | 1

A run of entries from further up, as a working copy:
SMILES | EPAC2 ag | PLK1 PBD inh | WRN inhibitor | EPAC1 antag | EPAC1 agonist | IL2 activator | CCT chaperon mod | PI5P4K alpha inh
NC(=O)NCC12CC3CC(CC(C3)C1)C2 | 3% | -3% | -2% | 11% | 0% | -0.4 | -1.0 | -3
Cc1ccc(/C=N\NC(=O)c2cc([N+](=O)[O-])cc([N+](=O)[O-])c2)o1 | -1% | -5% | -8% | -9% | -6% | -2.0 | -1.5 | -20
Cc1ccccc1Nc1nc(-c2cccnc2)cs1 | 10% | -7% | -2% | -7% | 12% | -0.1 | -1.2 | -2
CCCCc1ccc(S(N)(=O)=O)cc1 | 5% | 1% | 0% | 3% | -1% | 0.3 | -1.1 | 1

Next section.
SMILES | EPAC2 ag | PLK1 PBD inh | WRN inhibitor | EPAC1 antag | EPAC1 agonist | IL2 activator | CCT chaperon mod | PI5P4K alpha inh
COc1ccc(-c2cc(=O)oc3cc(OCC(=O)Nc4ccccn4)ccc23)cc1 | -3% | 3µM* | 1% | 3% | 15% | -0.8 | 0.5 | ?
O=C(CSc1nc2ccccc2o1)NCc1ccc2c(c1)OCO2 | 5% | -1% | -5% | 12% | -9% | 0.5 | -0.6 | -3
Cn1c(=O)c(C(=O)COc2ccc(C#N)cc2)c(N)n(Cc2ccccc2)c1=O | -5% | -6% | -3%[57.1 µM] | -2% | 6% | 11 | -1.2 | 1
c1ccc2c(c1)CC/C2=N/Nc1nc2ccccc2[nH]1 | 7% | -4% | ? | -23% | -1% | -4.0 | 2.4 | -22
Cc1ccccc1NC(=S)N(CCCN1CCCCC1)Cc1ccco1 | 14% | -8% | 0% | -2% | 1% | -2.0 | -3.5 | -6
Cc1ccnc(NS(=O)(=O)c2ccc(Cl)nc2)c1 | 1% | 0% | -3% | 13% | 8% | -2.2 | 0.7 | -3
CC1(C)CN(c2ccc(CC#N)cc2)C1=O | 11% | -3% | 7%[57.1 µM] | 1% | -2% | 0.6 | -1.8 | 0
Cc1occc1C(=O)NC(C)C12CC3CC(CC(C3)C1)C2 (centres undefined) | 9% | -12% | -4% | 6% | 3% | 0.1 | 1.5 | -3
CCc1cccc(CC)c1NC(=O)COc1ccccc1C(=O)c1cc(C#N)c(=O)n(C2CCCCC2)c1 | -9% | 5% | -6% | -23% | -1% | -2.2 | -3.0 | 0
CCOC(=O)c1cnc(NCc2ccccc2)nc1C | -2% | 2% | -7% | -2% | 0% | -1.0 | 1.2 | 4
O=C(NC1CCCC1)c1noc2c1CCCCC2 | -3% | -25% | 2% | -12% | -3% | -1.6 | -2.3 | 3
Cc1ccc2oc(=O)c(-c3ccc(O)cc3)c(C)c2c1 | -2% | -5% | 0% | -10% | -2% | -0.2 | -1.9 | 1

A portion of the library (hit frequency here may not be typical).
